# MDM2 E3 inh: Mdm2 E3 ligase (human) inhibition | signal enhancement, % at 5 µM | cell-based MDM2 ubiquitination luciferase reporter, 2 h; 0 = plate control, 100 = twice control, blank-subtracted | Q00987 | actives 0.11% (n = 210,000);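 active means signal enhancement of 30% or more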;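 further: luminescence tracks abundance of the self-degrading MDM2-luciferase fusion protein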
# Target sequence (Q00987 whole entry, looked up, the tested form may be a part): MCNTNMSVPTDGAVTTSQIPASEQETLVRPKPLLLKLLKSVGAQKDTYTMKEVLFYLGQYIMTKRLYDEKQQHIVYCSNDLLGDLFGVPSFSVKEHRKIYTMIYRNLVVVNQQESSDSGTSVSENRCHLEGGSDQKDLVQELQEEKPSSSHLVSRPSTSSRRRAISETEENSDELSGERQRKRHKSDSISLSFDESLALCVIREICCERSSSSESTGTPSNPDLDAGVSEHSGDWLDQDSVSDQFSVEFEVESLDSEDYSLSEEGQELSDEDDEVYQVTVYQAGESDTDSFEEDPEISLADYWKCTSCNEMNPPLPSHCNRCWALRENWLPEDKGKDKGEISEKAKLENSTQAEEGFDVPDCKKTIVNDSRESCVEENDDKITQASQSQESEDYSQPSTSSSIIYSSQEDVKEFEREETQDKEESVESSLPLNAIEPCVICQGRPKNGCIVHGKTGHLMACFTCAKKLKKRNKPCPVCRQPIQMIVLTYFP
#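 Timing – 2 h compound exposure at 37 °C · Assay system – mammalian cells stably expressing self-ubiquitinating, self-degrading MDM2 E3–luciferase fusion · Amount – 2000 cells seeded into each well · Measure – % luminescence enhancement versus blank-corrected plate control mean · Measured by – SteadyLite luminescence, 15 min reagent step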
# NPY-Y2 PAM-ag: human NPY-Y2 potentiation or agonism, primary screen; P49146; cells expressing NPY-Y2, potentiator/agonist read-out; activation, % at 3.6 µM; actives 0.45% (n = 220,000); AID 1359; in the data active means activation above about 27%;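 further: cells stimulated with NPY near EC25 plus isoproterenol at EC100; 0% = vehicle plus submaximal agonist and 100% = vehicle plus saturating agonist; some results beyond the cut were filed as inactive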
# Wee1 degr inh: human Wee1 degradation inhibition, primary screen | HeLa Luc-Wee1K328M stability, luciferase luminescence; 100% = proteasome inhibitor MG132 effect | reporter increase, % at 5 µM | actives 1.2% (n = 220,000) | AID 1321;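 active means activation above the mean of all tested compounds plus 3 SD, set per screening run, cut at about 8.8% in these data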;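 further: cells exposed to compound for 20 h before luminescence read; 0% = DMSO alone and 100% = MG132 at 30 µM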
# PERK inhibitor: blocks human PERK kinase; Q9NZJ5; actives 0.17% (n = 220,000); CHO PERK-DD fusion, SEAP luminescence translation reporter; inhibition, % at 5.6 µM;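 active means inhibition above the mean inhibition of all tested compounds plus 3 SD, set separately per screening campaign, cut at about 2.9% in these data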;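 further: PERK kinase domain activated by AP20187 dimerizer at 100 nM; 0% = DMSO with dimerizer and 100% = rapamycin at 8.4 µM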
# BaF3 parental: parental Ba/F3 viability inhibition as JAK2V617F counter-screen; CellTiter-Glo ATP luminescence; inhibition, % at 5.6 µM; actives 1.1% (n = 220,000); AID 1486;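 active means inhibition above a per-campaign cutoff, the mean inhibition of all tested compounds plus 3 SD, cut at about 27% in these data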;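 further: 0% = DMSO wells and 100% = JAK Inhibitor I control wells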
# S1P4 ag: activates the human S1P4 receptor. O95977. S1P4-expressing cell line, agonist reporter assay. activation, % at 4.98 µM. actives 0.35% (n = 220,000). AID 1509; in the data active means activation above about 11%;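 further: 0% = DMSO vehicle and 100% = reference agonist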
# eIF4E 4G PPI: inhibitors of eIF4E and eIF4G interaction in translation initiation. AID 782. TR-FRET eIF4E-eIF4GI(517-606) binding, 2 h. P63073+Q04637. inhibition, % at 21.7 µM. actives 0.37% (n = 220,000);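 active means inhibition above about 30%, limit read from the data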;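 further: 0% = full FRET control wells and 100% = background wells lacking eIF4GI fragment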
# S1P4 antag: antagonists of human S1P4 receptor. inhibition, % at 4.98 µM. actives 0.26% (n = 220,000). S1P4-expressing cells, antagonist mode, reporter read-out. AID 1510; in the data active means inhibition above about 29%;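 further: 0% = wells stimulated with agonist and 100% = vehicle wells without agonist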
# Ba/F3 V617F tox: reduce viability of Ba/F3 cells dependent on JAK2V617F; AID 1446; actives 1.1% (n = 220,000); Ba/F3 EpoR-JAK2V617F viability, ATP luminescence; inhibition, % at 5.6 µM;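 active means inhibition above the campaign mean plus 3 SD over all tested compounds, cut at about 24% in these data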;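 further: cytokine-independent growth of Ba/F3 cells driven by EpoR plus mutant JAK2; 0% = DMSO-treated cells and 100% = JAK inhibitor I control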
# Active calls of the source: *; · = not tested or not shown; [ ] = another dose, or the depositor's remark.
# The first 9 records, to show the layout:
1) CC(O)(CS(=O)(=O)Cc1ccccc1)C(=O)Nc1cccc(C(F)(F)F)c1 (centres undefined)
2) Clc1ccccc1C1CC(c2ccccc2)=Nc2ccccc2N1 (centres undefined)
3) O=C(COc1ncnc2ccccc12)Nc1cc(S(=O)(=O)N2CCOCC2)ccc1Cl
4) O=C(CN(Cc1cccs1)C(=O)c1csnn1)NC1CCCC1
5) C#CCNc1cc(C)nc2ncnn12
6) O=C(CCC(=O)OCC(=O)c1ccc(Br)cc1)Nc1ccc(Br)c2cccnc12
7) COCCOC(=O)C1=C(C)NC2=C(C(=O)CC(C)(C)C2)C1c1cc2c(cc1Br)OCO2 (centres undefined)
assay / entry | 1 | 2 | 3 | 4 | 5 | 6 | 7
MDM2 E3 inh | -11 | 0 | -12 | 1 | -30 | -18 | ·
NPY-Y2 PAM-ag | 8 | -12 | 8 | 8 | -6 | -9 | 6
Wee1 degr inh | 0 | 0 | -3 | 1 | 0 | -1 | -4
PERK inhibitor | 0.5 | 1.1 | -0.9 | 0.5 | 0.2 | 1.1 | 0.4
BaF3 parental | 8 | 1 | -1 | 7 | -1 | 3 | 1
S1P4 ag | -1.9 | 1.2 | 0.8 | -3.2 | 0.0 | 0.5 | 2.5
eIF4E 4G PPI | -7 | 3 | 3 | -6 | -14[fluorescence artefact?] | -6 | ·
S1P4 antag | -8 | 11 | 6 | -9 | -20 | -2 | -18
Ba/F3 V617F tox | -1 | -3 | 4 | -2 | -3 | 1 | -3

8) CS(=O)(=O)c1nc(-c2ccccc2)cc(-c2ccccc2)c1C#N
9) Cc1cc(C)nc(SCc2nnc(SCC(=O)Nc3cc(C(F)(F)F)ccc3Cl)o2)n1
assay / entry | 8 | 9
MDM2 E3 inh | -1 | -20
NPY-Y2 PAM-ag | 0 | 2
Wee1 degr inh | 2 | 0
PERK inhibitor | 0.1 | 1.1
BaF3 parental | -2 | 2
S1P4 ag | -0.3 | 2.1
eIF4E 4G PPI | -10 | 8
S1P4 antag | -19 | 3
Ba/F3 V617F tox | -2 | -1

# The whole of this part, from the start:
1) CC(O)(CS(=O)(=O)Cc1ccccc1)C(=O)Nc1cccc(C(F)(F)F)c1 (centres undefined)
2) Clc1ccccc1C1CC(c2ccccc2)=Nc2ccccc2N1 (centres undefined)
3) O=C(COc1ncnc2ccccc12)Nc1cc(S(=O)(=O)N2CCOCC2)ccc1Cl
4) O=C(CN(Cc1cccs1)C(=O)c1csnn1)NC1CCCC1
5) C#CCNc1cc(C)nc2ncnn12
assay / entry | 1 | 2 | 3 | 4 | 5
MDM2 E3 inh | -11 | 0 | -12 | 1 | -30
NPY-Y2 PAM-ag | 8 | -12 | 8 | 8 | -6
Wee1 degr inh | 0 | 0 | -3 | 1 | 0
PERK inhibitor | 0.5 | 1.1 | -0.9 | 0.5 | 0.2
BaF3 parental | 8 | 1 | -1 | 7 | -1
S1P4 ag | -1.9 | 1.2 | 0.8 | -3.2 | 0.0
eIF4E 4G PPI | -7 | 3 | 3 | -6 | -14[fluorescence artefact?]
S1P4 antag | -8 | 11 | 6 | -9 | -20
Ba/F3 V617F tox | -1 | -3 | 4 | -2 | -3

6) O=C(CCC(=O)OCC(=O)c1ccc(Br)cc1)Nc1ccc(Br)c2cccnc12
7) COCCOC(=O)C1=C(C)NC2=C(C(=O)CC(C)(C)C2)C1c1cc2c(cc1Br)OCO2 (centres undefined)
8) CS(=O)(=O)c1nc(-c2ccccc2)cc(-c2ccccc2)c1C#N
9) Cc1cc(C)nc(SCc2nnc(SCC(=O)Nc3cc(C(F)(F)F)ccc3Cl)o2)n1
10) COc1cccc(-c2ccc(-c3noc(-c4cccs4)n3)c(OC)n2)c1
assay / entry | 6 | 7 | 8 | 9 | 10
MDM2 E3 inh | -18 | · | -1 | -20 | -7
NPY-Y2 PAM-ag | -9 | 6 | 0 | 2 | -3
Wee1 degr inh | -1 | -4 | 2 | 0 | -1
PERK inhibitor | 1.1 | 0.4 | 0.1 | 1.1 | 0.9
BaF3 parental | 3 | 1 | -2 | 2 | 2
S1P4 ag | 0.5 | 2.5 | -0.3 | 2.1 | 0.2
eIF4E 4G PPI | -6 | · | -10 | 8 | -23[fluorescence artefact?]
S1P4 antag | -2 | -18 | -19 | 3 | -7
Ba/F3 V617F tox | 1 | -3 | -2 | -1 | -2

11) Cc1cc(NC(=O)CSc2nnc(C3CC3)n2Cc2ccccc2)no1
12) CC(C)c1nnc(NC(=O)c2ccc(N3C(=O)CCC3=O)cc2)s1
13) COc1ccc(N=Cc2sc(O)c3ccccc23)cc1
14) Cc1ccc2nsnc2c1S(=O)(=O)N1CCN(C(=O)C2CCCO2)CC1 (centres undefined)
15) O=c1[nH]c(CN2CCN(S(=O)(=O)/C=C/c3ccccc3)CC2)nc2cc(Cl)ccc12
16) CNc1nc2cccnc2s1
17) O=C(N/N=C/c1ccsc1)C1CC1
assay / entry | 11 | 12 | 13 | 14 | 15 | 16 | 17
MDM2 E3 inh | 18 | -4 | 5 | -13 | -12 | -10 | -1
NPY-Y2 PAM-ag | 6 | 1 | 6 | 1 | 16 | 4 | -9
Wee1 degr inh | -1 | -2 | 2 | 2 | 1 | 1 | -1
PERK inhibitor | -0.8 | 1.1 | -0.7 | 1.0 | -1.9 | 1.4 | 0.0
BaF3 parental | 1 | 2 | 9 | 15 | 2 | 1 | 5
S1P4 ag | -2.7 | 0.4 | 1.7 | 0.5 | 0.3 | 0.8 | 0.8
eIF4E 4G PPI | 0 | 5[fluorescence artefact?] | 16[fluorescence artefact?] | 1 | 6 | -2 | -2
S1P4 antag | 11 | -8 | -2 | -3 | -5 | 3 | -9
Ba/F3 V617F tox | -2 | -1 | -1 | 3 | 1 | -1 | 1

# From PubChem BioAssay
